Source: PubChem BioAssay
GPR151 ag = human GPR151 activation; Q8TDV0; PathHunter beta-arrestin GPR151 cells, luminescence; activation, % at 11.2 µM; 650,000 tested, 1% active; AID 1508602; in the data active = activation above about 4.9%;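 note: 0% = median of compound wells and 100% = cells with positive control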
Target sequence (Q8TDV0 whole entry, looked up): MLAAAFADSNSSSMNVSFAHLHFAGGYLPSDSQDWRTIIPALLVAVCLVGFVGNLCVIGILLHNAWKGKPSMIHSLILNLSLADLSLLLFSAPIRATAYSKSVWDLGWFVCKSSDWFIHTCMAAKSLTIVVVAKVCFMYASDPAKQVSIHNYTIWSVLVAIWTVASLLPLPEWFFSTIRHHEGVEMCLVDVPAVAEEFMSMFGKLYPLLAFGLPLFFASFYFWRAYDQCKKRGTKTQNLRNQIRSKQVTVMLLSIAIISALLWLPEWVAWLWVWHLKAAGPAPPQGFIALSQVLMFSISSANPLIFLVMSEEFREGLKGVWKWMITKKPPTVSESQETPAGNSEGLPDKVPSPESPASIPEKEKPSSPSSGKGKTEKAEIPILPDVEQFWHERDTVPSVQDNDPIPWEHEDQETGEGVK
TEAD-YAP block = TEAD-YAP interaction inhibition. HEK-TIYL cells, TEAD-Gal4/YAP UAS-luciferase luminescence. inhibition, % at 9.12 µM. 640,000 tested, 1.4% active; in the data active = inhibition above about 32%;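 note: 0% = median of test compound wells and 100% = reference inhibitor wells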
MITF inh = inhibitors of human MITF | AlphaScreen MITF homodimerization, bead proximity signal | inhibition, % at 2.6 µM | 650,000 tested, 0.91% active | O75030 | AID 1259374; in the data active = inhibition above about 50%;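 note: 0% = vehicle wells with protein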
FBW7 activator = activators of human E3 ligase FBW7. AlphaScreen FBW7–phospho-cyclin E peptide binding, activator screen. AID 1259310. Q969H0. 650,000 tested, 0.13% active. normalized activity (activation), % at 26.1 µM; in the data active = normalized activity above about 1.9%;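 note: purified mutant Fbw7 with reduced substrate affinity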
Target sequence (Q969H0 whole entry, looked up): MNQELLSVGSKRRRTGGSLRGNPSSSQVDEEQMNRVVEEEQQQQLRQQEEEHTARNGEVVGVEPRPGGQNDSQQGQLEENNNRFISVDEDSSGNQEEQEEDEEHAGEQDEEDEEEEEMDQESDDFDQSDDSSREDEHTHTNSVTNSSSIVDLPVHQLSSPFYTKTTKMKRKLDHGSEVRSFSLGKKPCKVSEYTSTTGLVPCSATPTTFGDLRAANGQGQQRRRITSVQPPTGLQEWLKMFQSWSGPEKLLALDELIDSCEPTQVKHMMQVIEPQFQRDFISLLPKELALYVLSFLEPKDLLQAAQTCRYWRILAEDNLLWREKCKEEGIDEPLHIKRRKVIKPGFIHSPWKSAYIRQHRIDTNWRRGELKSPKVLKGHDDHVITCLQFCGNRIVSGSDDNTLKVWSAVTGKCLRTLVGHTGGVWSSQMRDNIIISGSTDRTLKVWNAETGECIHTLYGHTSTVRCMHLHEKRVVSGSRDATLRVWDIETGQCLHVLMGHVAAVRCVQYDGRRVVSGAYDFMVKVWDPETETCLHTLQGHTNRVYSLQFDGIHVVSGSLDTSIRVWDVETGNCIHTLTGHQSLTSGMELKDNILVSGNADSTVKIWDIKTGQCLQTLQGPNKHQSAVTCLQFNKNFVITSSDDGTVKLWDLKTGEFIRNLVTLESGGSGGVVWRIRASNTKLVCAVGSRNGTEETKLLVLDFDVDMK
Starred values were filed as active, the others as inactive; & = joins results of further samples.

Each structure is followed by: GPR151 ag, TEAD-YAP block, MITF inh, FBW7 activator
1. Cc1ccc(CCNC(=O)C2CC(=O)N(C3CCCC3)C2)cc1 (centres undefined)
  0.6, 1, 12, 0.4
2. CCn1cc(C(=O)N(C)c2ccccc2C)c2cc(OC)c(OC)cc2c1=O
  -0.1, -17, -5, -0.1
3. CC(=O)C(C)n1c(=O)c2c(nc3oc(C)cn32)n(C)c1=O (centres undefined)
  0.7, 4, 0, 0.0
4. C=CCNc1nc(-c2ccc(OC)cc2)cs1
  1.7, -27, 3, -0.1
5. O=C1NC2(CCCCCC2)N=C1c1ccccc1
  0.4, 5, 4, -0.1
6. COc1cccc(CNC(=O)c2ccc3nc(-c4ccc(F)cc4)c(-c4ccc(F)cc4)nc3c2)c1
  0.4, 0, 3, 0.0
7. O=C(Nc1cc(Cl)ccc1Cl)c1ccc(Br)o1
  -3.1, -41, 3, 0.0
8. O=C(CSc1nc2[nH]ncc2c(=O)n1-c1ccc(F)c(Cl)c1)NC1CCCCNC1=O (centres undefined)
  -2.0, 4, 2, 0.0
9. Cc1occc1C(=O)NCc1ccc(Cl)cc1
  -0.8, -3, 3, 0.4
10. CN1/C(=C/C(=O)c2ccco2)Sc2ccccc21
  -0.6&0.8, -42&-12, 1&2, 0.0&0.2
11. COc1ccccc1/C=C/C=C1\N=C(c2ccccc2)OC1=O
  1.1, 1, 3, 0.0
12. Cc1ccc(-c2nc3ccccc3[nH]2)cc1NC(=O)c1cc2ccccc2o1
  1.3, -3, -11, 0.2
13. COc1ccccc1C1(NC(=O)CC2NC(=O)c3ccccc32)CCCC1 (centres undefined)
  -0.7, -2, 1, 0.6
14. COc1ccc(-n2cc(C(=O)NCCCN3CCCC(C)C3)c3ccccc3c2=O)cc1 (centres undefined)
  1.1, 0, 4, 0.1
15. CN(C)S(=O)(=O)c1cccc(NC(=O)COC(=O)CCC(=O)c2ccc(F)cc2)c1
  0.3, 4, 2, 0.1

Next section.
Each structure is followed by: GPR151 ag, TEAD-YAP block, MITF inh, FBW7 activator
16. Cc1ccc(CNC(=O)c2ccc(NC3=NC4CS(=O)(=O)CC4S3)cc2)cc1 (centres undefined)
  -0.3, 15, 6, 0.4
17. CCOc1ccc(N/C(=N\c2nc(C)cc(C)n2)NC(=O)c2ccccc2)cc1
  1.1, 14, -4, 0.3
18. CCc1cc2c(=O)c(Oc3ccccc3F)coc2cc1OC
  0.8, -26, 0, 0.0
19. COCCC(=O)NC(C)c1nnc2n1CCN(Cc1cccc(Oc3ccccc3)c1)CC2 (centres undefined)
  -0.9, -5, 1, 0.0
20. COc1ccc(C2N(C(=O)C(F)(F)F)CCCN2S(=O)(=O)c2ccc(C)cc2)cc1 (centres undefined)
  -1.0, -5, 4, 0.1
21. Cc1cc(Br)ccc1N1C(=O)CCC1=O
  -0.2, 5, 4, 0.0
22. Cc1ccc(CNC(=O)c2nnn(-c3cccc(C(F)(F)F)c3)c2N)cc1
  0.1, 0, 7, 0.0
23. Cc1nn(C)cc1CN(C)Cc1c(C(=O)N(C)Cc2ccccc2)nc2ccccn12
  -0.8, -4, 10, 0.0
24. COc1cccc2c1oc(=O)c1c(=O)nc3n(c12)CCS3
  1.3, -5, 2, 0.2
25. COc1cccc(C2CC(=O)N3CN(c4ccc(OC)cc4OC)CSC3=C2C#N)c1 (centres undefined)
  2.7, 9, -5, -0.4
26. CC(=O)c1cccc(-c2cc(NCCN(C(C)C)C(C)C)ncn2)c1
  -1.1, 2, 12, -0.1
27. CCOc1ccc(-n2c(CNC(=O)c3ccccc3OC)nnc2SCC(=O)Nc2nccs2)cc1
  0.2, -4, -3, -0.1
28. Cc1nc2ncnn2c(C)c1CC(=O)O
  4.2, -9, -14, 0.0
29. Cc1ccc2nc(-c3ccc(NC(=O)C(Cc4c[nH]c5ccccc45)NC(=O)Oc4ccccc4)cc3)sc2c1 (centres undefined)
  -1.6, -87, 4, 0.2
30. CC(C)(C)SCC(=O)Nc1nn2cnnc2s1
  -3.3, -8, 9, 0.1

Continued.
Each structure is followed by: GPR151 ag, TEAD-YAP block, MITF inh, FBW7 activator
31. COc1ccc(C2CC(=O)C3=C(C2)NC(C)=C(C(=O)OC2CCCCC2)C3c2ccccc2C)cc1OC (centres undefined)
  0.1, -1, -4, -0.1
32. CCC(C(=O)Nc1ccccc1C)(C(F)(F)F)C(F)(F)F
  -0.7, 3, 1, 0.0
33. COc1ccc(/C=C2/SC(N3CCN(C(C)=O)CC3)=NC2=O)cc1OC
  -0.2, 4, 3, -0.1
34. O=C(N/N=C/c1ccccn1)c1ccccc1[N+](=O)[O-]
  -0.7, 6, 15, 0.1
35. COC(=O)C(NC(=O)Cc1c(C)nc2c(-c3ccccc3)c(C)nn2c1C)C(C)C (centres undefined)
  0.3, -7, -8, 0.0
36. COc1ccc(OC(=O)c2ccc(Cl)cc2)cc1
  -0.2, 0, 8, 0.1
37. COc1ccc(/C=C2/C(=O)N=C(N)N2C)cc1
  -0.7, -4, 1, 0.0
38. CCC(=O)Nc1ccc(NC(=O)CSc2nc3cccnc3n2C2CCCCC2)cc1
  0.3, 7, 9, 0.6
39. CCOc1ccccc1NC(=O)CCc1c(C)nc2c(c1C)c(=O)n(C)c(=O)n2C
  1.6, -4, 2, 1.0
40. O=C(COc1ccc(C(=O)c2ccc(F)cc2)cc1)NCCN1C(=O)CSC1=O
  -1.1, 16, 13, 0.3
41. CCOC(=O)CC1=Nn2c(C)nnc2SC1
  -0.3, 11, 6, 0.0
42. CCOc1c(CNCCN2CCOCC2)cccc1OC
  0.0, 1, 18, 0.0
43. COc1cc(C(=O)N2CCN(C(=O)C3CC3)CC2)cc(OC)c1OC
  1.3, 3, 6, 0.0
44. COc1ccc(CN2CCNC(=O)C2CC(=O)NCCN2CCCCC2=O)cc1C (centres undefined)
  -1.2, -7, 10, 0.4
45. O=C(NCCO)C(=O)Nc1cccc2ccccc12
  -1.3, 0, 2, 0.0

Results in MITF inh and TEAD-YAP block, for 3 of the compounds above:
| No. | structure | MITF inh | TEAD-YAP block |
| --- | --- | --- | --- |
| 10 | CN1/C(=C/C(=O)c2ccco2)Sc2ccccc21 | 1&2 | -42&-12 |
| 11 | COc1ccccc1/C=C/C=C1\N=C(c2ccccc2)OC1=O | 3 | 1 |
| 12 | Cc1ccc(-c2nc3ccccc3[nH]2)cc1NC(=O)c1cc2ccccc2o1 | -11 | -3 |

Single records, as listed above. Order of screens: GPR151 ag, TEAD-YAP block, MITF inh, FBW7 activator
CCC(=O)Nc1ccc(NC(=O)CSc2nc3cccnc3n2C2CCCCC2)cc1 as listed: 0.3, 7, 9, 0.6
O=C(NCCO)C(=O)Nc1cccc2ccccc12 as listed: -1.3, 0, 2, 0.0
COc1ccc(OC(=O)c2ccc(Cl)cc2)cc1 as listed: -0.2, 0, 8, 0.1
COC(=O)C(NC(=O)Cc1c(C)nc2c(-c3ccccc3)c(C)nn2c1C)C(C)C (centres undefined) as listed: 0.3, -7, -8, 0.0
COc1ccc(/C=C2/C(=O)N=C(N)N2C)cc1 as listed: -0.7, -4, 1, 0.0

Next records
Each structure is followed by: GPR151 ag, TEAD-YAP block, MITF inh, FBW7 activator
46. CCS(=O)(=O)c1ccc2c(c1)N(Cc1ccc3c(c1)OCO3)C(=O)C(C)O2 (centres undefined)
  -0.3, 3, -4, 0.6
47. CC(=O)c1ccc(N2CCN(C(=O)Nc3ccc(C)cc3)CC2)cc1
  1.9, 0, 6, 1.1
48. Cc1cc([N+](=O)[O-])ccc1N/C=C/C(=O)c1ccco1
  -0.1, -17, 12, 0.0
49. O=C(NCC(c1cccnc1)N1CCN(c2ccccc2)CC1)c1cccs1 (centres undefined)
  0.9, 2, 9, -0.2
50. CN(C)S(=O)(=O)c1ccc(C(=O)/C=C/c2ccc([N+](=O)[O-])cc2)cc1
  -0.6, -4, 15, 0.1
51. Cc1nc2c(C(=O)NC3CCCC3)cnn2c(C)c1Cc1cccc(Cl)c1
  -1.1, 1, 10, 0.0
52. Cc1cc(C)n(C(=O)CSCc2ccccc2)n1
  -0.6, -12, 17, 1.8
53. O=S(=O)(c1cccs1)N1CCc2nc3ncc(Cl)cc3cc2C1
  -1.0, 2, 1, -0.2
54. O=C1c2ccccc2C(=O)c2c1cc1ccccc1c2O
  -1.3, 1, -2, -0.1
55. O=[N+]([O-])c1ncn(Cc2cccc(Br)c2)n1
  0.7, 6, -7, 0.0
56. CC1SC2(NC1=O)C1CC3CC(C1)CC2C3 (centres undefined)
  -0.1, 4, -11, 0.0
57. CN(C)CCCNC(=O)/C(=N\O)c1ccccc1
  -0.2, 4, 10, 0.1
58. Cc1c(C(=O)N2CCN(c3ccccc3)CC2)oc2c1C(=O)CC(C)(C)C2
  1.8, 4, -12, 0.0
59. CCSc1nc2sccn2c(=O)c1C(=O)NCC(C)C
  0.1, 11, 16, -0.3
60. O=[N+]([O-])c1ccc(Nc2c(/C=N/O)[nH]c3ccccc23)cc1
  0.0, 6, 6, 0.2

Continuation:
Each structure is followed by: GPR151 ag, TEAD-YAP block, MITF inh, FBW7 activator
61. CCc1ccccc1NS(=O)(=O)c1cc2c(cc1C)N(C)CCO2
  -2.5, -6, -4, 0.0
62. O=C1Nc2ccccc2/C1=C/C1CC=CCC1 (centres undefined)
  -0.3, 11, 10, 0.0
63. C=CCOc1ccc(C2/C(=C(\O)c3ccc(OCCC)cc3C)C(=O)C(=O)N2c2nc(C)c(C(=O)OCC)s2)cc1 (centres undefined)
  1.1, 0, 13, 0.2
64. CSCCC(NC(=O)COc1ccccc1)C(=O)NCc1cccc(C(F)(F)F)c1 (centres undefined)
  1.1, 1, 9, -0.1
65. O=C(Nc1ccc(F)cc1)c1cnccn1
  -0.8, -10, 6, 0.0
66. c1cc2c(cc1CN1CCc3nncn3CC1)OCO2
  2.4, -5, 6, -0.1
67. O=[N+]([O-])c1ccc(N2CCOCC2)cc1NCc1ccccc1
  0.4, 9, -1, -0.2
68. CC1CCC2(CC1)NC(=O)N(CC(=O)Nc1nc(-c3ccc(F)cc3)cs1)C2=O (centres undefined)
  -1.0, -3, -13, 0.0
69. C/C(=N\N=C1\NC(=O)C(CC(=O)Nc2ccc(Cl)cc2)S1)c1ccccc1 (centres undefined)
  1.6, 6, 7, 0.0
70. COc1ccc(NC(=O)Nc2cc(C(F)(F)F)cc(C(F)(F)F)c2)cc1OC
  -1.8, 0, -9, 0.0
71. Cc1nc(SCC(=O)N(C)c2ccccc2)c(C#N)c(C)c1C
  0.8, 2, -3, 0.6
72. Cc1ccc(C)c(C(Nc2ccccn2)c2ccc3cccnc3c2O)c1 (centres undefined)
  -1.4, 76*, 13, -0.9
73. COC(=O)/C(=C/c1ccc(Br)cc1)NC(=O)c1ccccc1OC
  2.7, 2, 0, 0.1
74. CC1=CC(C)(C)Nc2ccc(OC(=O)c3ccc(Cl)cc3)cc21
  1.3, -24, 3, -0.3
75. CN1CCCCC1C(=O)N/N=C/c1ccccc1F (centres undefined)
  1.7, -2, 25, -0.3

Next part
Each structure is followed by: GPR151 ag, TEAD-YAP block, MITF inh, FBW7 activator
76. O=S(=O)(Nc1ccc2c(c1)oc1ccccc12)c1ccc(Oc2ccc(Br)cc2)cc1
  1.0, 5, 5, -0.1
77. COc1ccc(OC)c(/C=C2/C(=O)N(C)C(=S)N2C)c1
  0.0, 25, -3, 0.2
78. CCOC(=O)C1CCCN(C(=O)CN2N=C(c3ccc(C)cc3)CCC2=O)C1 (centres undefined)
  -0.5, 6, -30, 0.1
79. CC(C)C1CC(C(=O)NCC2CC(Cc3cccc(F)c3)=NO2)CCO1 (centres undefined)
  1.4, -3, 0, 0.0
80. Cc1cccc(N2C(=O)c3cccc([N+](=O)[O-])c3C2=O)c1
  -0.3, 2, 2, 0.1
81. Cc1cc([N+](=O)[O-])ccc1NC(=O)COc1ccc(Cl)cc1C
  -1.1, 6, 12, 0.1
82. CC1(C)CC(=O)c2sc(NC(=O)CN3CCOCC3)nc2C1
  1.3, 8, -9, -0.2
83. CC(C)N(C(=O)COC(=O)c1ccc(S(=O)(=O)NCc2ccco2)cc1)C(C)C
  -0.2, 9, 14, 0.3
84. O=C(CN1C(C(=O)c2ccccc2)=C(N2CCOCC2)c2ccccc2S1(=O)=O)c1ccc(Br)cc1
  0.2, 3, 4, -0.2
85. COc1ccc(OCC(=O)Nc2ccc3ccccc3c2)cc1
  -1.3, -9, 2, 0.0
86. COc1ccc(-n2nc3c(c2NC(=O)c2ccc(F)cc2)CS(=O)C3)cc1 (centres undefined)
  0.9, 0, 0, 0.1
87. CC(=O)Nc1ccc2nc(N3CCN(C)CC3)sc2c1
  1.4, -34, 4, 0.0
88. COc1ccc(C(=O)COC(=O)c2ccccc2N2C(=O)c3c(Cl)c(Cl)c(Cl)c(Cl)c3C2=O)cc1
  -2.3, -9, -102, 0.6
89. Cc1cnc(=O)[nH]c1SCC(=O)Nc1nc2ccccc2s1
  -1.6, -33, -19, 0.0
90. Cc1ccccc1-n1c(=S)sc2c1nc(SCc1cccnc1)n1c3ccccc3nc21
  -1.5, -4, 5, -0.3

Later entries.
Each structure is followed by: GPR151 ag, TEAD-YAP block, MITF inh, FBW7 activator
91. COc1ccccc1OCCn1cc(/C=N/n2cnnc2)c2ccccc21
  -1.5, -10, -6, -0.1
92. COc1ccc(C(NC(=O)Cc2ccc(F)cc2)c2nccn2C)cc1OC (centres undefined)
  -0.8, 5, 11, 0.0
93. CCOc1cccc(C2CC(c3ccc(Cl)cc3)=NC(c3ccc(F)cc3)N2)c1O (centres undefined)
  0.3, 11, -14, -0.3
94. CN(C(=O)c1c(C(F)(F)F)nc2ccccn12)c1ccccc1
  -1.0, 3, 3, -0.1
95. O=C(CSc1ccc(-c2ccccc2)nn1)NCc1ccc2c(c1)OCO2
  -2.7, 4, 15, 0.1
96. CCOC(=O)c1nnn(-c2nonc2NC(C)=O)c1C
  -1.4, 9, 0, -0.1
